Screens: PubChem, several laboratories
GSK3 alpha inh: inhibitors of human GSK-3 alpha kinase. AID 2650. ADP-Glo luminescence, 60 min. hit rate 0.1% among 320,000. inhibition, % at 10 µM. P49840;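 in the data active means inhibition above about 50%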;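 further: GST-tagged GSK-3 alpha with peptide substrate and 25 µM ATP; 0% = DMSO neutral wells and 100% = GW8510 positive control wells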
Target sequence (P49840 whole entry, looked up): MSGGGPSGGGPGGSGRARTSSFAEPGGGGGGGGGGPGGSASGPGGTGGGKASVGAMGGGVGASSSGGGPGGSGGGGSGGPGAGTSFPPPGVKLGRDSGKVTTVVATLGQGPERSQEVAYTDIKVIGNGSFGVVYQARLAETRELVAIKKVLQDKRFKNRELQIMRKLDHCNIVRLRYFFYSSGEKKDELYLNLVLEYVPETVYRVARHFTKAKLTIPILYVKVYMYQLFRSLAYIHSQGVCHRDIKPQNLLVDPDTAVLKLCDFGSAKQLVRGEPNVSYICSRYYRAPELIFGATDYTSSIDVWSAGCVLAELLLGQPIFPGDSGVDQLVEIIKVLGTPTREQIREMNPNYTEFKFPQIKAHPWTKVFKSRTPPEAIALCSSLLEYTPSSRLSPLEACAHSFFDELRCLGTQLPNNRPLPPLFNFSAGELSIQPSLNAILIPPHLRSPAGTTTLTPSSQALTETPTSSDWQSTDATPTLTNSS
AI-2 QS modul: Vibrio harveyi AI-2 quorum sensing modulation | hit rate 0.4% among 300,000 | Vibrio harveyi JMH597 AI-2 luminescence/OD600 ratio, 9 h; hits give low values; strain lacks LuxN and CqsS sensors; 0 = neutral-control median | activity change, % at 7.5 µM; in the data active means activity change below about -75%, passing the limit was not always enough;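 further: luminescence divided by OD600 gain over 9 h not by final OD600 alone; inactives centre near 13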
Platelet DG rel: platelet dense granule release activity; human platelet-rich plasma, SFLLRN dense granule ATP release, luminescence; inhibition, %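 (compounds screened at 7.5 µM in platelet-rich plasma)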; hit rate 0.22% among 300,000; AID 1663;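 active means mean replicate score, as percent of positive control, at or above 50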
HDAC3 inhib: human HDAC3 inhibition | inhibition, % at 8.3 µM | hit rate 0.15% among 320,000 | recombinant HDAC3, fluorogenic peptide/trypsin coupled, fluorescence; in the data active means inhibition above about 26%, passing the limit was not always enough
DYRK1A inh: inhibitors of rat Dyrk1A kinase | hit rate 0.43% among 310,000 | ADP-Glo luminescence, NFATc1 peptide | inhibition, % at 12.5 µM | AID 504441 | Q63470; in the data active means inhibition above about 50%;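 further: plate controls were vehicle with enzyme for no effect and no enzyme for full effect; many of its hits are not listed in these tables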
HSF1 activator: increases HSF-1 driven luciferase reporter signal. AID 504408. NIH3T3-HGL HSF-1 luciferase reporter, MG132, 8 h; 100% = twice DMSO control signal. activation, % at 9 µM. hit rate 1.7% among 300,000;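 active means mean replicate activation of at least 50% with a set share of replicates each reaching 50%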;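 further: 0% = median of the neutral control wells and 100% = twice that signal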
HSF1 inh: HSF1 inhibition | NIH3T3-HGL HSE-luciferase, MG132-induced, luminescence 8 h; hits give low values | activity change, negative = inhibition, % at 7.5 µM (by protocol) | hit rate 0.77% among 300,000 | AID 2098;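 active means more than half of replicate wells show activity change below -50%, luminescence cut by over half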;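 further: luciferase reports HSF-1 transcriptional activity via heat shock element; 0% = median of DMSO wells and -100% = zero luminescence signal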
HSP90 inh: blocks HSP90-mediated luciferase refolding in reticulocyte lysate; Rabbit reticulocyte lysate, luciferase refolding luminescence, 3 h; inhibition, % at 5.6 µM; hit rate 0.91% among 290,000; AID 1789;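 active means inhibition above the screen-wide mean plus 3 SD, computed separately per campaign, cut at about 16% in these data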;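 further: 0% = DMSO wells and 100% = 60 µM geldanamycin wells; inhibitors lower the luminescence because luciferase stays unfolded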
PolyA inh: yeast polyadenylation inhibition; S. cerevisiae SKY197-pL101 polyadenylation reporter, beta-gal luminescence; efflux-impaired pdr1/pdr3 knockout yeast; score 100 = 6 SD above DMSO; calls only at 12 µM; AID 1875; hit rate 0.02% among 300,000;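 active means lowest replicate activity score at least 50, where 100 means six control SD above control mean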;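 further: yeast exposed to compound for 9 h at 30 °C; higher score means more reporter readthrough which indicates perturbed polyadenylation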
GSK3B inh: inhibitors of human GSK3beta kinase. GST-GSK3beta kinase, ADP-Glo luminescence, 60 min; hits give low values. activity score (negative = inhibition), % at 10 µM. hit rate 0.038% among 300,000. AID 2097;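 active means more than half of replicate wells score below -50%, meaning over 50% inhibition versus plate controls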;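 further: 0% = median DMSO wells and -100% = median GW8510 positive control wells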
Target sequence (P49841 whole entry, looked up): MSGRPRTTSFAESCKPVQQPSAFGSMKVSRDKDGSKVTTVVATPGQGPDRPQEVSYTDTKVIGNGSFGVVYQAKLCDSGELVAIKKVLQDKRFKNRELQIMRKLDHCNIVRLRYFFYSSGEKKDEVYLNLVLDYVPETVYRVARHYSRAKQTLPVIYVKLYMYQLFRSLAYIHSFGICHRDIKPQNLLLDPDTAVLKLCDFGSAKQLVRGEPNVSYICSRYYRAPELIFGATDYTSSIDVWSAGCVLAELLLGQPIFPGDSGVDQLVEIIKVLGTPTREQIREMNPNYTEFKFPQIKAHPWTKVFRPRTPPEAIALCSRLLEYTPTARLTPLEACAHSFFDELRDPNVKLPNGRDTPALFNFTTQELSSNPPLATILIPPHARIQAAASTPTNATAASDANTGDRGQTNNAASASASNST
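test system = GST-tagged human GSK3beta kinase, cell-free | reagent = 25 µM ATP with peptide substrate | dosing = one dose of 10 µM per compound | schedule = 60 min reaction, RT | detection = luminescent ADP-Glo measurement of ADP formed | control set = DMSO neutral wells and GW8510 at 20 µM as positive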
Starred values were filed as active, the others as inactive; i = inactive; x = not tested or not shown. A portion of the library; the hit share may differ from the screen's.

GSK3 alpha inh	AI-2 QS modul	Platelet DG rel	HDAC3 inhib	DYRK1A inh	HSF1 activator	HSF1 inh	HSP90 inh	PolyA inh	Compound	GSK3B inh
-3	7	0	3	-2	-3	-3	-6	i	COc1ccc(C)cc1S(=O)(=O)N(C)CC(=O)NC1CCCCCC1	4
0	0	-1	7	-1	-2	-3	12	i	CC(C)(C)c1ccc(-c2nn(CCC#N)cc2/C=N/O)cc1	3
5	33	-3	3	-2	-13	-1	-2	i	NC(=O)c1ccccc1NC(=O)CSc1nc2ccccc2c(=O)[nH]1	4
1	-8	13	-4	17	-13	-5	5	i	OCCC1CN(Cc2nc3ccc(F)cc3[nH]2)CCN1C1CCCC1 (stereo not drawn)	-3
1	22	-3	6	0	-12	9	-4	i	Cc1ccc(CS(=O)Cc2ccc(C(=O)NCc3ccccc3Cl)o2)cc1 (stereo not drawn)	6
0	1	15	-1	3	-62	-56*	1	i	CC(=O)Nc1ccc(CN2CCC(CO)(CCOc3ccccc3)CC2)cc1	0
0	5	6	-9	-1	27	11	-1	i	Cc1cccc(Oc2ccc(Cl)cc2N)c1	2
15	8	8	-23	15	11	9	3	i	COCCSc1nc(N)c2c3c(sc2n1)CN(C)CC3	-2
0	7	-7	2	-4	-2	-2	1	i	CCOc1ccc(-c2noc(CCCC(=O)NCC3CCCO3)n2)cc1OC (stereo not drawn)	0
-4	2	-2	7	1	-52	-54*	7	i	COc1ccc(Nc2ncnc3c2c(C)c(C)n3CCCN(C)C)cc1	-1
-3	23	-7	6	5	3	5	-1	i	CNS(=O)(=O)c1cccc(C(=O)OCC(=O)NCCCc2ccccc2)c1	-2
-4	9	-5	0	-2	-6	-4	0	i	Cc1cc(S(=O)(=O)Nc2cccnc2)c(Cl)cc1Cl	2
-1	16	-1	-5	x	1	-1	-2	i	CC(C)(C)c1ccc(S(=O)(=O)NCC2CCCO2)cc1 (stereo not drawn)	3
-6	-2	3	-6	x	7	-3	-4	i	COc1cccc(CC(CC(=O)O)C(=O)Nc2cc(C)ccc2C)c1 (stereo not drawn)	2
-3	20	-4	-5	-1	15	8	-2	i	CC(C)(C)c1ccc(S(=O)(=O)NCc2ccccn2)cc1	1
2	5	13	-9	8	-10	6	6	i	O=C(O)c1cccc(Cl)n1	-3
-3	19	2	0	-10	3	7	-1	i	C=CCn1c(=O)c2ccccc2n2c(SCC(=O)Nc3cc(C)on3)nnc12	1
5	5	-35	2	-2	38	10	3	i	CC(C)OCCCNC(=O)CN1C(=O)CSc2ccc(S(=O)(=O)N3CCCCC3)cc21	2
-3	51	3	10	-4	17	3	-1	i	COc1ccc(OC)c(NC2=C(Cl)C(=O)N(Cc3ccccc3)C2=O)c1	2
0	-30	-32	-4	-3	-4	-5	-1	i	Cc1cccc2nc(CSc3ccc(Cl)cc3)cn12	2
0	3	-4	-5	1	2	-2	x	i	CC(C)(C)N1CC(C(=O)Nc2ccc(S(=O)(=O)N3CCCCC3)cc2)CC1=O (stereo not drawn)	-2
4	87	-15	7	4	11	-9	-1	i	COc1ccc(-c2nnc3ccc(SCC(N)=O)nn23)cc1OC	7
8	24	-6	-2	x	-15	1	-1	i	O=C(N/N=C/c1ccccc1O)c1cc(=O)[nH]c2ccccc12	0
-1	16	-5	0	-3	-4	-10	1	i	O=C(c1ccc(=O)[nH]c1)N1CCN(S(=O)(=O)c2cc(C(F)(F)F)ccc2Cl)CC1	2
-4	8	10	x	-1	-9	-4	1	i	COc1ccccc1-n1c(SCC(=O)O)nc2sc3c(c2c1=O)CCC3	-1
0	8	-10	2	3	7	-3	-7	i	CC(C)[C@H](NC(=O)c1ccccc1)C(=O)OCC(=O)Nc1ccc(Cl)cc1C(F)(F)F	1
-4	24	-4	1	-4	-4	-3	-2	i	COc1cccc(OC)c1OCCN1CCCC1	3
0	10	-8	2	x	-1	3	1	i	CCS(=O)(=O)N1CCC(C(=O)NCCCN2CCCCCC2)CC1	1
-1	27	-5	16	0	-5	1	-1	i	CN1CCN(C(=O)c2cc3cc(F)ccc3[nH]2)CC1	-1
-4	3	2	3	6	7	-1	-2	i	Cc1ccccc1NC(=O)N(C(C)C)C(C)C	-1
x	13	-2	-2	-6	-1	13	-5	i	COc1ccc(OCC(=O)Nc2c(Cl)ccc3nsnc23)cc1	2
-5	32	-4	2	-1	-3	-2	-1	i	CCC(=O)Nc1ccc(S(=O)(=O)N2CCOCC2)cc1	7
-3	3	0	5	0	3	1	-2	i	COc1ccccc1C(=O)c1nc2ccccc2n1C	-1
0	1	-5	-3	1	-7	2	1	i	O=C(COc1ccccc1)NCc1n[nH]c(=S)n1-c1ccccc1	0
-2	8	3	4	1	-2	0	0	i	COc1nc(NCc2ccco2)nc(N2CCC(C)CC2)n1	-5
-6	15	-4	-2	-9	-7	1	2	i	CCc1ccc(OCCCC(=O)O)c(Br)c1	1
7	9	0	-4	-1	2	2	-3	i	Cc1[nH]n2c(=O)c(C#N)c(-c3ccccc3)nc2c1-c1ccccc1	-2
2	12	-3	8	7	-7	-7	-2	i	COc1cc2c3c(c1OC)C1(C=CC(=O)C=C1)CC3N(C(C)=O)CC2 (stereo not drawn)	2
-2	18	-6	3	x	-7	-3	-4	i	OCCN1CCN(CC(O)C(F)(F)F)CC1 (stereo not drawn)	-1
-1	13	-1	2	8	-63	-52*	-1	i	COc1ccccc1-c1nnc(SC2CCc3ccccc3NC2=O)s1 (stereo not drawn)	2
-1	19	-3	9	-1	-4	-3	3	i	O=C(CN(CCc1ccccc1)S(=O)(=O)c1ccc(Cl)cc1)N/N=C/c1ccccc1C(=O)O	6
-2	26	-4	-2	x	5	8	5	i	CCOc1ccc(C(=O)NCC(=O)OCC(=O)N2CCCC2)cc1	3
-2	4	-3	8	0	-3	-2	-3	i	O=C(COC(=O)c1ccc2c(c1)S(=O)(=O)N=C1CCCCCN12)NCCc1ccc(F)cc1	0
2	14	3	-3	4	-9	6	0	i	C/C(=N/NC(=O)c1ccncc1)c1c[nH]c2ccccc12	3
x	16	3	-2	2	13	0	6	i	CCCC(=O)Nc1ccccc1NC(=O)c1ccc(OCC)cc1	1
-3	12	-2	8	4	-7	-6	3	i	CCN(CC)c1ccc(/C=N/N2CCN(Cc3ccc(Cl)cc3)CC2)c(O)c1	-1
0	-65	-9	5	-4	19	-2	-1	i	O=C(NCCOc1ccc(F)cc1)c1ccccc1SCc1ccccc1	2
1	8	-1	-5	x	-8	-3	-1	i	COc1ccc(-n2nc(C)c3onc(C)c3c2=O)cc1	1
0	-1	8	-11	-1	-11	2	1	i	CCN(CC)c1ccc(/C=N/NC(=O)Cc2ccc(OC)c(OC)c2)cc1	0
x	12	3	x	-1	-5	6	-4	i	CCc1cccc(NC(=O)C2CCCN(c3cnccn3)C2)c1 (stereo not drawn)	1
55*	10	3	8	36	1	-8	3	i	Cc1c(CN(C)C)c2c(n1C)C(=O)c1ccc(Br)cc1-2	-37
-1	17	5	-1	-2	8	14	-2	i	Cc1ccccc1C(=O)N1CC(=O)Nc2ccc(F)cc2C1c1ccccc1 (stereo not drawn)	0
-1	-8	5	-2	2	-3	-3	1	i	CC(C(=O)N1CCN=C1c1ccccc1)N1C(=O)c2ccccc2C1=O (stereo not drawn)	1
-2	26	8	-148	7	12	4	-2	i	CCCCn1c(-c2cccs2)nc2nc3ccccc3nc21	-1
4	36	22	-4	-1	5	4	-3	i	CCC/C=N/NC(=O)c1cc(-c2ccccc2)nc2ccccc12	5
-1	4	4	-2	1	14	-4	-3	i	Cc1ccc(S(=O)(=O)NC2CCCCCC2)cc1C(N)=O	-4

Next section:
GSK3 alpha inh	AI-2 QS modul	Platelet DG rel	HDAC3 inhib	DYRK1A inh	HSF1 activator	HSF1 inh	HSP90 inh	PolyA inh	Compound	GSK3B inh
-2	17	-12	-1	-2	24	5	-2	i	Cc1cccc(C)c1NC(=O)c1cccc(COc2cc(Cl)ccc2Cl)c1	-20
-1	14	-1	3	6	26	7	1	i	Cc1sc2nc(SCC(=O)C(C)(C)C)n(Cc3ccco3)c(=O)c2c1C	3
-1	20	-2	6	-1	-13	-4	-2	i	COc1ccc(S(=O)(=O)N2CCCCC2)cc1NC(=O)c1ccc(=O)[nH]c1	-1
1	-3	-5	8	3	4	-3	1	i	CCC1CCC2(CC1)NC(=O)N(CC(=O)c1c(C)[nH]c3ccccc13)C2=O (stereo not drawn)	-1
-1	28	6	5	-3	9	3	-5	i	O=C(COc1ccccc1)NC1CCCN(Cc2ccccc2F)C1 (stereo not drawn)	1

Molecules from the list above with fluorine (nine):
GSK3 alpha inh	AI-2 QS modul	Platelet DG rel	HDAC3 inhib	DYRK1A inh	HSF1 activator	HSF1 inh	HSP90 inh	PolyA inh	Compound	GSK3B inh
1	-8	13	-4	17	-13	-5	5	i	OCCC1CN(Cc2nc3ccc(F)cc3[nH]2)CCN1C1CCCC1 (stereo not drawn)	-3
-1	16	-5	0	-3	-4	-10	1	i	O=C(c1ccc(=O)[nH]c1)N1CCN(S(=O)(=O)c2cc(C(F)(F)F)ccc2Cl)CC1	2
0	8	-10	2	3	7	-3	-7	i	CC(C)[C@H](NC(=O)c1ccccc1)C(=O)OCC(=O)Nc1ccc(Cl)cc1C(F)(F)F	1
-1	27	-5	16	0	-5	1	-1	i	CN1CCN(C(=O)c2cc3cc(F)ccc3[nH]2)CC1	-1
-2	18	-6	3	x	-7	-3	-4	i	OCCN1CCN(CC(O)C(F)(F)F)CC1 (stereo not drawn)	-1
-2	4	-3	8	0	-3	-2	-3	i	O=C(COC(=O)c1ccc2c(c1)S(=O)(=O)N=C1CCCCCN12)NCCc1ccc(F)cc1	0
0	-65	-9	5	-4	19	-2	-1	i	O=C(NCCOc1ccc(F)cc1)c1ccccc1SCc1ccccc1	2
-1	17	5	-1	-2	8	14	-2	i	Cc1ccccc1C(=O)N1CC(=O)Nc2ccc(F)cc2C1c1ccccc1 (stereo not drawn)	0
-1	28	6	5	-3	9	3	-5	i	O=C(COc1ccccc1)NC1CCCN(Cc2ccccc2F)C1 (stereo not drawn)	1
